Screening data from PubChem.
Vif-APOBEC3F blk: qHTS for Inhibitors of Vif-A3F Interactions: qHTS; HeLa A3F-eYFP + Vif (tagged APOBEC3F with the HIV-1 protein that degrades it), YFP fluorescence increase; actives 0.2% (n = 390,000); Potency, µM (top dose mostly 46.1 µM), without a hit: at the highest dose activity, negative = active; also: potency is read from the fitted curve at half-maximal effect; % of control where 0% means no effect; nearly all actives have a fitted effect of over 65% in size
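HeLa cells stably expressing A3F-eYFP plus Vif, plated and incubated overnight at 37 deg C, then exposed to compounds overnight at 37 deg C. Blocked degradation read as raised yellow fluorescence (Ex 488/Em 500-530).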
LDHA inh: qHTS assay for inhibitors of human lactate dehydrogenase; purified LDHA, NADH/diaphorase-resazurin fluorescence; active compounds read low; activity change, % (values are at about 110 or 230 µM); actives 0.15% (n = 480,000); in the data active = activity change below about -30%; inconclusive = mostly about -25% to -30%;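 also: plate controls were DMSO wells for no effect and wells without enzyme for full effect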
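Remaining NADH was detected by diaphorase (0.133 mg/mL) converting 37 µM resazurin to fluorescent resorufin, read at 0 and 20 minutes. The preceding 5-minute room-temperature reaction used 2 nM LDHA, 0.2 mM sodium pyruvate and 0.06 mM NADH at pH 7.4.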
Glioma ERSR ind: qHTS for Inducers of the Endoplasmic Reticulum Stress Response (ERSR) in Human Glioma: qHTS | U87-MG GRP78 promoter luciferase reporter, 16 h | Potency, µM, for the others: top-dose activation, usual class: activators | actives 0.02% (n = 420,000) | AID 602332, 2012; also: potency is read from the fitted curve at half-maximal effect; series mostly up to about 76 µM; % of control where 0% means no effect; nearly all actives have a fitted effect of over 35% in size
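ERSR induction read as luciferase luminescence (Bright-Glo, 10 min at room temperature) in stably transfected human U87-MG glioma cells exposed to compounds for 16 h, using GRP78 as sensor.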
Vif-APOBEC3G blk: qHTS for Inhibitors of Vif-A3G Interactions: qHTS; Potency, µM (series often up to 46.1 µM), for the others: at the top dose activity, negative = active, most hits filed as inhibitors; AID 602310, 2012; actives 0.076% (n = 410,000); DNA dC->dU-editing enzyme APOBEC-3G (Homo sapiens), Q9HC16; HeLa A3G-eYFP + Vif (tagged APOBEC3G with the HIV-1 protein that degrades it), YFP fluorescence, overnight;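 also: potency is read from the fitted curve at half-maximal effect; % is scaled to controls: 0 for no effect and ±100 for the full control effect; nearly all actives have a fitted effect of over 60% in size; hits raise eYFP signal because A3G escapes Vif-driven loss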
Target sequence (Q9HC16 whole entry, looked up): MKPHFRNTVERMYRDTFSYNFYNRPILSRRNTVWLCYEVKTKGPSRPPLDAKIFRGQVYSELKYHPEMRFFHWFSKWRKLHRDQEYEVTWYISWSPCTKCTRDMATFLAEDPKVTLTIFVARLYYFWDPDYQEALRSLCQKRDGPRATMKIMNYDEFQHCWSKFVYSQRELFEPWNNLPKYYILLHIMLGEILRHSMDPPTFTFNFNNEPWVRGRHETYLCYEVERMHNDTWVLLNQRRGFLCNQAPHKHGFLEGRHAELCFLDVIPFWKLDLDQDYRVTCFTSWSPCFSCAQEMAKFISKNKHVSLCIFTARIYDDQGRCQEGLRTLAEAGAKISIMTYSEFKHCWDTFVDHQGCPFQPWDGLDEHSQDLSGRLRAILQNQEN
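HeLa cells stably expressing Vif and C-terminally eYFP-tagged A3G, seeded overnight at 37 deg C, then exposed to compound by pintool overnight at 37 deg C. Rise in yellow fluorescence (Ex 488/Em 500-530, Acumen) marks blocked Vif-driven A3G degradation.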
PI4K2A block: qHTS for small molecular inhibitors of PI4K2A | Phosphatidylinositol 4-kinase type 2-alpha (Homo sapiens), Q9BTU6 | purified PI4K2A, ADP-Glo luminescence, 1 h; active compounds read low | activity change, negative = inhibition, % at 76.9 µM | actives 0.13% (n = 420,000) | AID 1346378, 2018; in the data active = activity change below about -50%; inconclusive = mostly about -30% to -49%;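 also: -100% = wells without enzyme as full effect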
Target sequence (Q9BTU6 whole entry, looked up): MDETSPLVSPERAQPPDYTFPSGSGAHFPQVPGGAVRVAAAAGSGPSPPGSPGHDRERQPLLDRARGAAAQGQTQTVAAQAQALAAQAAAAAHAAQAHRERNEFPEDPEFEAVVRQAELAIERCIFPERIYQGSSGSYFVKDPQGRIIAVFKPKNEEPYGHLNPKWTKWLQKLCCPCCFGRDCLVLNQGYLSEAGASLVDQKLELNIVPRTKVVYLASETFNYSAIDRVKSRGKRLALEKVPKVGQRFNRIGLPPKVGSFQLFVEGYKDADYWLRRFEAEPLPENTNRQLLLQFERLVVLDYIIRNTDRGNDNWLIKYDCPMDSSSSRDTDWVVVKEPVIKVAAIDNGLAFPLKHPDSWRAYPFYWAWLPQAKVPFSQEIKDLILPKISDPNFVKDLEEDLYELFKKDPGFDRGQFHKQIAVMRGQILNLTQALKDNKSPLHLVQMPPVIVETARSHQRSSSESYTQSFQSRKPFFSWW
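PI4K2A activity was measured by ADP-Glo luminescence: enzyme (4 ug/mL stock) and phosphatidylinositol (1.2 mM stock) in Tris pH 7.5/MgCl2/EGTA/Triton X-100 buffer were reacted with ATP (300 microM stock) for one hour at ambient temperature.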
TrxR1 substrate: qHTS Assay for Substrates of Mammalian Selenoprotein Thioredoxin Reductase 1 (TrxR1): qHTS; Thioredoxin reductase 1, cytoplasmic (Rattus norvegicus), O89049; purified TrxR1 substrate turnover, NADPH consumption readout; Potency, µM (titrated, usually from 114 µM), inactives show top-dose activity change, negative = substrate turnover; actives 0.01% (n = 390,000); also: potency is read from the fitted curve at half-maximal effect; % is scaled to controls: 0 for no effect and ±100 for the full control effect; nearly all actives have a fitted effect of over 50% in size
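Rat TrxR1, dispensed at 90 nM, was prereduced with 400 uM NADPH (final) for 5 min at ~22 deg C, then incubated with compound 15 min before 400 uM selenite. A first-read NADPH fluorescence drop versus no-compound background flagged substrates.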
RXFP1 ag: qHTS Assay for Agonists of the Relaxin Receptor RXFP1. Potency, µM (highest dose often 57.5 µM), without a hit: at the top dose activation, usual class: activators. HEK293T-RXFP1 cAMP TR-FRET, 30 min; response scale: percent of porcine relaxin response, buffer zero. actives 0.3% (n = 370,000). Relaxin receptor 1 (Homo sapiens), Q9HBX9; also: potency is read from the fitted curve at half-maximal effect; % is scaled to controls: 0 for no effect and ±100 for the full control effect; nearly all actives have a fitted effect of over 60% in size; many of its hits are not listed in these tables
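HEK293T cells stably expressing RXFP1 were pretreated with the PDE4 inhibitor Ro 20174, exposed to compounds for 30 min at 37C, lysed, and cAMP was read by TR-FRET. Data normalized to buffer (basal) and 29 nM porcine relaxin (100%).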
mIDH1 inhibitor: qHTS for Inhibitors of mutant isocitrate dehydrogenase 1 (IDH1): qHTS; actives 0.093% (n = 390,000); AID 602179, 2012; Potency, µM (top dose mostly 76.6 µM), inactives show top-dose activity change, negative = inhibition, actives largely listed as inhibitors; Isocitrate dehydrogenase [NADP] cytoplasmic (Homo sapiens), O75874; IDH1-R132H enzyme, NADPH consumption, diaphorase/resazurin fluorescence; also: potency is read from the fitted curve at half-maximal effect; % is scaled to controls: 0 for no effect and ±100 for the full control effect; nearly all actives have a fitted effect of over 65% in size
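IDH1-R132H (0.5 ug/mL) preincubated 30 min with compound, then NADPH (0.016 mM) and alpha-KG (2 mM) added; 80 min at RT, pH 7.5. Remaining NADPH coupled via diaphorase/resazurin to fluorescence (540/590 nm); concentration-response curves normalized to no-enzyme control.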
USP1-UAF1 inh: Inhibitors of USP1/UAF1: Primary Screen; recombinant USP1/UAF1, Ub-Rhodamine cleavage fluorescence; Potency, µM (series often up to 57.1 µM), for the others: at the highest dose activity change, negative = inhibition, actives largely listed as inhibitors; actives 0.23% (n = 390,000); AID 743255, 2014; also: potency is read from the fitted curve at half-maximal effect; % is scaled to controls: 0 for no effect and ±100 for the full control effect; nearly all actives have a fitted effect of over 60% in size; inactives centre near -12
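Step one: compound is pinned into 1nM USP1/UAF1 in HEPES pH 7.8 buffer with TCEP. Step two: 15 min room-temperature incubation. Step three: Ub-Rho (150nM final) starts cleavage, tracked by fluorescence over six one-minute reads.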
* marks the source's active call; other numbers are inactive results; ? = inconclusive; . = no result given; & = joins results of further samples; [ ] = dose if it differs, or a comment. Unless noted, calls follow the shape of the dose curve; as a rule, active = well fitted curve in the direction sought with a large enough effect; inconclusive = small, poorly fitted or top-dose-only effect, or another doubt; inactive = no such curve, though single readings can be large; an effect the other way counts as inactive or inconclusive. These rows are one share of the data, so the mix of outcomes need not match the whole.

SMILES,Vif-APOBEC3F blk,LDHA inh,Glioma ERSR ind,Vif-APOBEC3G blk,PI4K2A block,TrxR1 substrate,RXFP1 ag,mIDH1 inhibitor,USP1-UAF1 inh
O=C(CSc1nnc(-c2ccco2)o1)c1ccc([N+](=O)[O-])cc1,?,2,-2%,-5%,-9,1%,-5.8%,3%,-13%
CCc1cccc(C)c1NC(=O)c1ccc2nc(N3CCOCC3)sc2c1,-3%,-5,-4%,0%,-4,-6%,2.3%,6%,?
C[n+]1ccccc1/C=C/c1ccc(F)c(F)c1,8%,-6,-4%,2%,-3,16%,-1.9%,0%,-15%
O=C(Nc1ccc(Cl)cc1)c1ccncc1,9%,-6,2%,-1%,9,-6%,2.7%,-3%,-15%
CC(C)(C)OC(=O)N1CCC(c2c(C(=O)NCc3ccccc3)cnn2-c2ccc(F)cc2)CC1,0%,2,-1%,0%,1,-5%,1.6%,28%,-1%
CCN(Cc1cc2cc(OC)ccc2[nH]c1=O)C(=O)Cc1ccc(OC)cc1,-7%,2,-2%,-3%,-8,19%[57.1 µM],1.0%,-3%,0%
CCOC(=O)N1CCC(NC(=O)c2ccc(Cl)cc2)CC1,0%,-1,0%,-3%,-2,7%,0.6%,1%,-25%
COc1ccc(N2C(=O)NC(NS(=O)(=O)c3ccc(Cl)cc3)(C(F)(F)F)C2=O)cc1 (configuration not stated),9%&4%,-6&-4,-4%&-2%,0%&4%,1&-3,10%[0.0914 µM],0.8%&0.2%,-3%&2%,-10%&-16%
O=C(CNC(=O)c1ccc(Cl)cc1)OCC(=O)c1ccccc1,7%,-2,1%,3%,-1,7%,0.8%,1%,-7%
Cc1cccc(OCC(=O)NNC(=O)c2cc3ccccc3oc2=O)c1,2%,-4,0%,0%,4,-14%,-0.6%,13%,-3%
O=C(Cc1ccc(Cl)cc1)Nc1ccc2oc(-c3ccncc3)nc2c1,.,-2,-3%,-13%,2,35%[activator],-1.4%,1%,-17%
CCc1nc2sccc2c(=O)[nH]1,7%,-1,-5%,0%,13,-7%,2.9%,-7%,-16%
CC(=O)N1CCN(c2ccc(NCc3ccc(-c4cccc(Cl)c4)o3)cc2)CC1,-16%,8&12,-4%,0%,-10,-7%,.,.,.
Cn1c(=O)[nH]c(=O)c2c1nc1n2CCCN1Cc1ccccc1,3%,2,-4%,-1%,-1,6%,-3.1%,-3%,-16%
O=C(CCNS(=O)(=O)c1ccccc1C(F)(F)F)NCCCSc1ccccc1,-27%,-1,-2%,-5%,-3,6%,1.4%,4%,-3%
CCN(CC)CCCNC(=O)CCn1nc(-c2ccc(Cl)cc2)ccc1=O,-5%,-4,-3%,5%,-18,12%[57.1 µM],1.6%,6%,-10%
COc1ccc2c(C)cc(Sc3nnnn3-c3ccccc3)nc2c1,-1%,-13,-3%,-6%,-3,-3%,-1.2%,1%,-8%
COC(=O)[C@H](CC(C)C)NC(=O)Nc1ccccc1F,4%,1,6%,3%,3,3%,0.0%,-3%,-13%
COCc1[nH]nc2c1C(c1ccccc1OC)C(C#N)=C(N)O2 (configuration not stated),-4%,-2,-3%,-3%,4,-1%,-0.1%,3%,-20%
CCCn1nnnc1NCc1ccc(OC)cc1,-1%,1,-2%,1%,5,-4%,-0.5%,7%,-20%
CC(C)(C)Oc1ccccc1Nc1nc(NCCO)nc(N2CCCC2)n1,5%,2,-4%,2%,-2,4%[57.1 µM],.,.,.
Cc1cc(Cl)cc(Cl)c1OCCN1CCCC1,2%,-9,-1%,0%,9,0%,0.3%,-3%,-1%
CCCOC1CCCN(C(=O)c2cc(Cl)c(Cl)cc2C(=O)O)C1 (configuration not stated),1%,0,-3%,0%,3,6%,-1.0%,3%,-18%
Cn1c(SCC(=O)N2CCOCC2)nnc1-c1cnccn1,-2%,0,-3%,1%,0,4%,0.3%,-3%,-6%
c1ccc(CN2CCN(c3cnc4ccccc4n3)CC2)cc1,-1%,-4,6%,3%,-3,-2%,1.9%,-1%,-21%
Cc1cc(=O)n2[nH]c(SCc3ccccc3)nc2n1,-2%,-4,-1%,-3%,-3,7%,-0.3%,10%,-13%
CCN(CC)C(=O)CSC1=C(C#N)C(c2ccco2)C(C(=O)OCCOC)=C(C)N1 (configuration not stated),1%&4%,-2&0,-5%&-1%,0%&-1%,4&4,-14%&-3%,-0.2%,6%&4%,-9%&-5%
O=C(OCC(=O)N1CCOCC1)c1ccccc1OCc1ccccc1Cl,?,-3,0%,-1%,3,-2%,.,3%,3%
Cc1c(NC(=O)C(C)C)cccc1-c1nc2ncccc2o1,-1%,1,2%,4%,0,28%,3.9%,0%,-21%
CN(C(=N)N)c1ccc(/C=C2\C=Cc3ccccc32)cc1,.,1,-1%,1%,.,-3%,.,.,.
O=C1NC[C@@H](Cc2ccc(O)cc2)N(CC2CCCCC2)C1=O,0%,3,-4%,0%,0,8%[57.1 µM],0.5%,-7%,-6%
COc1ccc(COc2ccc3c(C)cc(=O)oc3c2)cc1,-14%,-3&-6,10%,-2%,-3,11%,-1.5%,1%,-25%
O=S(=O)(c1ccc(-c2ccon2)s1)N1CCN(c2ccncc2)CC1,5%,0,0%,-3%,-3,-15%[57.1 µM],-2.2%,5%,-26%
COc1ccc(N2CCN(C(=O)CCNC(=O)Cn3ccc4ccccc4c3=O)CC2)cc1,12%,-16,1%,2%,-3,7%,2.2%,-6%,-18%
CC(C)NS(=O)(=O)c1ccc(CCC(=O)NCc2ccc3c(c2)OCO3)cc1,-9%,-3,-1%,-5%,-2,4%,-2.3%,-2%,2%
CCOC(=O)C(C)Sc1nnc(NC(=O)c2cccc([N+](=O)[O-])c2C)s1 (configuration not stated),-1%,-1,12%,-1%,-6,-14%,0.6%,4%,-10%
CCc1nc2c(OCc3ccc(C(=O)OC)cc3)cccn2c1N(C)C(=O)C(C)C,.,-10,0%,1%,4,.,.,.,.
Cc1cc(NC(=O)CCC(=O)N(Cc2ccco2)C2(C(=O)NC3CCCCC3)CCCCC2)no1,-2%,-16,-5%,-1%,1,-9%,-2.7%,-11%,-12%
C=CCn1nc(-c2ccccc2)c2c(C)onc2c1=O,9%,-3,-1%,0%,-11,10%[57.1 µM],1.2%,19%,-15%
CN(CC(=O)NCc1cccnc1)S(=O)(=O)c1cc(Cl)ccc1Cl,6%,-2,-1%,0%,1,-2%,-1.1%,3%,-19%
O=C(Nc1cccc(NC(=O)c2cccc([N+](=O)[O-])c2)n1)c1cccc([N+](=O)[O-])c1,-13%,-9,0%,1%,2,-3%,-0.1%,-7%,-20%
O=C(NCCN1CCOCC1)/C(=C\c1ccccc1Cl)NC(=O)c1ccccc1,20%,-10,-4%,0%,0,-2%,-0.2%,-6%,-7%
CCCCCCSc1ccc([C@H]2N[C@@](C)(C(=O)OC)[C@H]3C(=O)N(C)C(=O)[C@@H]23)cc1,0%,5,-1%,7%,-3,0%[57.1 µM],0.1%,12%,?
COCCCn1cnc2oc3nc4ccccc4nc3c2c1=O,.,0,5%,2%,-3,153%[activator],3.8%,1%,-4%
CC(C)c1ccc(NC(=S)NN2C(C)CCCC2C)cc1 (configuration not stated),2%,-9,0%,-5%,7,-2%[57.1 µM],-2.9%,-10%,-19%
COc1ccc(NC(C)=O)cc1S(=O)(=O)N1CCn2cccc2C1C (configuration not stated),1%,1,-2%,-1%,0,-11%,0.1%,-9%,-5%
O=C(O)c1ccc(S(=O)(=O)NCc2cccnc2)cc1,1%,-5,1%,2%,2,10%[57.1 µM],3.6%,6%,-16%
O=C(COC(=O)c1cc[n+]([O-])cc1)Nc1ccc2c(c1)OCCO2,-2%,-5,2%,0%,1,2%,1.7%,-2%,-8%
COc1ccc(C(=O)NCCOc2cccc(OC)c2)cc1,-5%,-1,-3%,-4%,-1,1%,2.4%,0%,-24%
Cc1ccccc1OCC(=O)NCCC1=CCCCC1,2%,0,2%,-4%,3,9%[57.1 µM],-2.5%,6%,-3%
COc1cccc(/C=C2\N=C(SC)SC2=O)c1OC,1%,-6,-2%,5%,8,3%,3.5%,4%,-26%
